KCNK3 inh: human KCNK3 channel inhibition, primary screen; O14649; CHO-KCNK3 thallium flux, FluxOR fluorescence; hits give low values; B-score at 10 µM; actives 0.84% (n = 340,000); AID 602410;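 active = B-score under library mean minus 4 SD, starting fluorescence ratio at most library mean plus 5 SD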;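 also: more negative B-score means stronger inhibition of thallium flux through KCNK3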
PolyA inhibitor: inhibitors of polyadenylation in S. cerevisiae | S. cerevisiae SKY197-pL101 polyadenylation reporter, beta-gal luminescence; efflux-impaired pdr1/pdr3 knockout yeast; score 100 = 6 SD above DMSO | calls only at 12 µM | actives 0.02% (n = 300,000);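 active = lowest replicate activity score at least 50, where 100 means six control SD above control mean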;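 also: yeast exposed to compound for 9 h at 30 °C; higher score means more reporter readthrough which indicates perturbed polyadenylation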
Platelet DG rel: platelet dense granule release activity; human platelet-rich plasma, SFLLRN dense granule ATP release, luminescence; inhibition, %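 (compounds screened at 7.5 µM in platelet-rich plasma)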; actives 0.22% (n = 300,000); AID 1663;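 active = mean replicate score, as percent of positive control, at or above 50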
KCNQ1 block: blocks the human KCNQ1 potassium channel | P51787 | CHO-K1 KCNQ1, FluxOR thallium flux fluorescence; hits give high values | B-score at 10 µM | actives 1.3% (n = 310,000) | AID 2642;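 active = compounds whose thallium flux B-score, printed positive for inhibition, exceeds three library SD while starting fluorescence stays within three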;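 also: channel opened by potassium depolarization with thallium stimulus after 20 min compound exposure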
TRPC4 potent: allosteric potentiators of mouse TRPC4 channel; actives 0.42% (n = 310,000); HEK293 TRPC4beta/mu-opioid, DAMGO EC20, Fluo-4 Ca2+ flux; hits give high values; AID 2227; B-score at 10 µM; Q9QUQ5;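 active = B-score of calcium response area above 5 SD of library B-scores, with initial fluorescence ratio within 5 SD of library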;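 also: B-score of integrated fluorescence ratio over time as area under calcium response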
Dyrk1A ADPGlo: inhibitors of rat Dyrk1A kinase; ADP-Glo luminescence, NFATc1 peptide; actives 0.43% (n = 310,000); inhibition, % at 12.5 µM; Q63470; AID 504441; in the data active = inhibition above about 50%;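 also: plate controls were vehicle with enzyme for no effect and no enzyme for full effect; many of its hits are not listed in these tables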
hERG protect: compounds protecting human hERG from proarrhythmic drug block; Q12809; CHO-hERG, FluxOR thallium flux, dofetilide IC70 present; activation (rescue from dofetilide block), less the hit threshold, % at 10 µM; actives 0.51% (n = 310,000); AID 1511;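 active = activation above the mean of controls blocked by dofetilide plus 5 SD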;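 also: thallium influx through hERG after potassium depolarization seen as dye fluorescence rise; in these data hits start at about 4.7%; inactives centre near -7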
Target sequence (Q12809 whole entry, looked up): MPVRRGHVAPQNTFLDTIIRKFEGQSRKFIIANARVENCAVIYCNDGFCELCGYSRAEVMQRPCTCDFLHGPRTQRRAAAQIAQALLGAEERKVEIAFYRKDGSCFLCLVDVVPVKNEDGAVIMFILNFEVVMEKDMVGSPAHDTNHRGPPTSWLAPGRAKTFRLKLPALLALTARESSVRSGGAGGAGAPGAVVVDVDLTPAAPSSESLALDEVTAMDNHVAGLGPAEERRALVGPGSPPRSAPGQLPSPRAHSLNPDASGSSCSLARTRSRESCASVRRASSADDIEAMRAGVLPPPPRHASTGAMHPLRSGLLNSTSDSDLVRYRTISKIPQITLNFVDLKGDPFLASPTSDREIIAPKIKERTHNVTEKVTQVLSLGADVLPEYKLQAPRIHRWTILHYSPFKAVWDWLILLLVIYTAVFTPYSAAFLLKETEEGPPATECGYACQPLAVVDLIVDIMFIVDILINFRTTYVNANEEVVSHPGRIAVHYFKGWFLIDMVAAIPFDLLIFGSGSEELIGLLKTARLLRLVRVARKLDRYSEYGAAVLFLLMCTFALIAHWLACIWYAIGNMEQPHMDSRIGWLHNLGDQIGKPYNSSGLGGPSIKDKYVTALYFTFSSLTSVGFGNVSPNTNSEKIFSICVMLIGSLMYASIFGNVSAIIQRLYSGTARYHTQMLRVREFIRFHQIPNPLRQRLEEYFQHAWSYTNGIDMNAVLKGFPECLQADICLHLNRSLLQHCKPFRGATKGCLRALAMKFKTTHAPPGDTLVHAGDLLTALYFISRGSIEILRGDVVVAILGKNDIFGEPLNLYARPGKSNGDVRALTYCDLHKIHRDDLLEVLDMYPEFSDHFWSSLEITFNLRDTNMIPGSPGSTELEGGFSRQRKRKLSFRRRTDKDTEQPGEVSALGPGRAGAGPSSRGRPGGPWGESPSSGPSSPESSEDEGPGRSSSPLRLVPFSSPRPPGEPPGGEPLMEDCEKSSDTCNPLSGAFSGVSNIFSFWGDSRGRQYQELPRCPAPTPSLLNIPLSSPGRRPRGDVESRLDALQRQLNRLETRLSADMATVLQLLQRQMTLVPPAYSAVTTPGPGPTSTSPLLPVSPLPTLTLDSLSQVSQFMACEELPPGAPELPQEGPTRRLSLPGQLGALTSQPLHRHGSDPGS
KCNK9 block: human KCNK9 channel inhibition; HEK293 KCNK9, FluxOR thallium flux fluorescence; hits give low values; B-score at 10 µM; actives 1.2% (n = 310,000); Q9NPC2;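 active = ratio B-score over 3 SD below the library mean, with starting fluorescence within 5 SD of its mean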;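 also: negative B-score means less thallium flux so channel inhibition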
TRPC4 block: TRPC4 (mouse) channel inhibition | Q9QUQ5 | B-score at 10 µM | HEK293 TRPC4beta/mu-opioid, DAMGO-evoked Fluo4 calcium flux; hits give low values | AID 2247 | actives 0.39% (n = 300,000);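 active = B-score over 3 SD under the library average, no early fluorescence shift, positive overall ratio signal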
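Assay system: HEK293 cells with stable TRPC4beta plus mu-opioid receptor expression. Dosing: single dose. Measured by: Fluo4 Ca2+ flux fluorescence. Also added: DAMGO in two steps, submaximal then maximal. Read-out: B score from integrated Fluo4 fluorescence ratio.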
TRPC4 agonist: activators of mouse TRPC4 channel | Q9QUQ5 | HEK293 TRPC4beta/mu-opioid, Fluo4 calcium fluorescence; hits give high values | B-score at 10 µM | actives 0.49% (n = 310,000);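 active = B-score above 5 SD of library B-scores, and initial fluorescence ratio not above library mean plus 5 SD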;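 also: positive B-score marks a calcium rise read as TRPC4 activation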
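System: HEK293 cells stably co-expressing mouse TRPC4beta and mu-opioid receptor; Schedule: Fluo4 dye loading 45 min at room temperature, 110 s recording; Detection: Fluo4 fluorescence, kinetic; Evaluation: B-scored integrated calcium fluorescence ratio; Controls: buffer (low) and maximal DAMGO (high).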
KCNQ1 act: potentiates or activates the human KCNQ1 potassium channel; B-score at 10 µM; CHO-K1 KCNQ1, thallium flux FluxOR fluorescence; hits give high values; actives 0.35% (n = 310,000); P51787; AID 2648;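 active = fluorescence ratio B-score, a plate-corrected score, at least three library SD, with initial intensity B-score within 5 SD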
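Test system: CHO-K1 cells stably expressing KCNQ1 / Medium: assay buffer / Also added: depolarizing K+/Tl+ stimulus, K2SO4 and Tl2SO4 each 12.5 mM in 5x stock / Incubation: 90 min dye loading and 20 min compound exposure, both at room temperature / Signal: thallium influx via FluxOR fluorescence, kinetic imaging / Evaluation: B score of baseline-normalized fluorescence ratio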
* = called active by the depositor; i = inactive; nt = not tested or not shown; & = joins results of further samples. Only part of the results is shown. The share of hits here may be higher or lower than overall.

A first look:
SMILES | KCNK3 inh | PolyA inhibitor | Platelet DG rel | KCNQ1 block | TRPC4 potent | Dyrk1A ADPGlo | hERG protect | KCNK9 block | TRPC4 block | TRPC4 agonist | KCNQ1 act
N#CC(=C=[N-])c1nc2ccccc2nc1-[n+]1ccccc1 | i | i | 0.6&1.5 | i | i | 1.9&-0.3 | -6.1&-8.5 | i | i | i | i
Cc1cc(C)n(C(=O)CCCCCCCCC(=O)n2nc(C)cc2C)n1 | i | i | 1.6 | i | i | -0.3 | -6.0 | i | i | i | i
CC(=O)n1nc(-c2ccncc2)nc1SCC(=O)Nc1cccc(Cl)c1 | i | i | 1.9 | i | i | 8.5 | -5.0 | i | i | i | i
CN1CCNC(=O)C1CC(=O)O (stereo not given) | i | i | 10.1 | i | i | -0.8 | -12.6 | i | i | i | i

All compounds of this part, from the start:
SMILES | KCNK3 inh | PolyA inhibitor | Platelet DG rel | KCNQ1 block | TRPC4 potent | Dyrk1A ADPGlo | hERG protect | KCNK9 block | TRPC4 block | TRPC4 agonist | KCNQ1 act
N#CC(=C=[N-])c1nc2ccccc2nc1-[n+]1ccccc1 | i | i | 0.6&1.5 | i | i | 1.9&-0.3 | -6.1&-8.5 | i | i | i | i
Cc1cc(C)n(C(=O)CCCCCCCCC(=O)n2nc(C)cc2C)n1 | i | i | 1.6 | i | i | -0.3 | -6.0 | i | i | i | i
CC(=O)n1nc(-c2ccncc2)nc1SCC(=O)Nc1cccc(Cl)c1 | i | i | 1.9 | i | i | 8.5 | -5.0 | i | i | i | i
CN1CCNC(=O)C1CC(=O)O (stereo not given) | i | i | 10.1 | i | i | -0.8 | -12.6 | i | i | i | i
CCCn1c(CCC(=O)O)nc2cc(S(=O)(=O)N3CCCC3)ccc21 | i | i | -1.1 | i | i | 1.0 | -11.6 | i | i | i | i
O=C(CN1CCN(c2ccccn2)CC1)Nc1ccccc1F | i | i | -5.3 | i | i | -0.8 | -1.2 | i | i | i | i
COc1ccc(C(=O)N/N=C/c2c[nH]c3ccccc23)cc1 | i | i | -8.4 | i | i | 22.7 | -7.8 | i | i | i | i
CC(=O)Nc1cccc(CCc2nc3ccccc3[nH]2)c1 | i | i | -0.7 | i | i | -1.6 | -6.5 | i | i | i | i
O=C(N/C(=C/c1ccccc1)C(=O)N1CCCCC1)c1ccccc1 | i | i | 6.5 | i | i | nt | -3.1 | i | i | i | i
COC(=O)c1ccc(-c2csc(NC(=O)C3=COCCO3)n2)cc1 | i | i | 7.7 | i | i | 8.1 | -11.4 | i | i | i | i
Cc1cccc(-n2c(SCc3cc(=O)n4c(C)cccc4n3)nc3[nH]ncc3c2=O)c1 | nt | i | -1.4 | i | i | nt | -6.1 | i | i | i | i
CCCCN(C)C(=S)Nc1ccc2nc(N3CCN(CC)CC3)cc(C)c2c1 | i | i | -2.8 | i | i | -1.6 | -15.8 | i | i | i | i
CC1CCCN(C(c2cccs2)c2nnnn2Cc2ccccc2)C1 (stereo not given) | i | i | 6.0 | i | i | 4.0 | -10.3 | i | i | i | i
CC(NC(=O)c1ccccc1[N+](=O)[O-])C1CC2CCC1C2 (stereo not given) | i | i | 12.5 | i | i | -0.2 | -2.4 | i | i | i | i
COc1cc(NC(=O)Nc2cccc(Cl)c2)c(C(=O)O)cc1OC | i | i | 2.1 | i | i | 5.3 | -6.1 | i | i | i | i
COc1ccc(OCC(O)Cn2c(N3CCCCC3)nc3c2c(=O)[nH]c(=O)n3C)cc1 (stereo not given) | i | i | -0.5 | i | i | 0.1 | -8.4 | i | i | i | i
CCN(C(=O)COC(=O)c1ccc(Br)o1)C1CCCCC1 | i | i | -1.3 | i | i | 3.9 | -5.4 | i | i | i | i
O=C(CN(Cc1ccc(Cl)cc1)C(=O)c1csnn1)NCc1ccc(F)cc1 | i | i | 6.2 | i | i | -3.0 | -5.9 | i | i | i | i
Cc1cc(C(=O)CSc2nncs2)c(C)n1-c1ccc2c(c1)OCO2 | i | i | 10.4 | i | i | nt | -5.8 | i | i | i | i
Cc1ccc(-c2c3c(=O)n(C)c(=O)n(C)c3cn2CCCN2CCOCC2)cc1 | i | i | -1.8 | i | i | 1.3 | -3.0 | i | i | i | i
Cc1nnc(SCC(=O)NC(C)(C)C)n1NCc1ccc(N(C)C)cc1 | i | i | -0.4 | i | i | 4.0 | -10.2 | i | i | i | i
N#C/C(=C/c1ccc(F)cc1)S(=O)(=O)c1ccccc1 | i | i | 23.8 | i | i | 0.3 | -2.9 | i | i | i | i
CCC1SC(C)C/C(=N/NC(N)=O)C1C (stereo not given) | i | i | 11.3 | i | i | 11.6 | -1.3 | i | i | i | i
O=C(O)c1c2c(nc3ccccc13)/C(=C/c1ccc(OC(F)F)cc1)CCC2 | i | i | 4.6 | i | i | -4.7 | -0.8 | i | i | i | i
CN(Cc1ccccc1)C(=O)CN(Cc1ccccc1)S(C)(=O)=O | i | i | -2.7 | i | i | 11.3 | -6.7 | i | i | i | i

Carrying on.
SMILES | KCNK3 inh | PolyA inhibitor | Platelet DG rel | KCNQ1 block | TRPC4 potent | Dyrk1A ADPGlo | hERG protect | KCNK9 block | TRPC4 block | TRPC4 agonist | KCNQ1 act
FC(F)(F)c1nc(SCc2ccccc2)n[nH]1 | i | i | 6.2 | i | i | 3.4 | -1.4 | i | i | i | i
O=C(COC(=O)/C=C/c1ccccc1)Nc1nnc(-c2ccccc2)o1 | i | i | 0.9 | i | i | 7.2 | -14.5 | i | i | i | i
C/C(Cn1nnc([N+](=O)[O-])n1)=N\NC(=O)c1ccccc1 | i | i | 6.5 | i | i | nt | -1.5 | i | i | i | i
CN(CCNC(=O)C1CCCN(c2ncnc3c2nc2n3CCCCC2)C1)Cc1ccccc1 (stereo not given) | i | i | -3.6 | i | i | 3.6 | -9.4 | i | i | i | i
CC(=O)c1c(C)n(CCc2ccc(Cl)cc2)c2ccc(O)cc12 | i | i | -0.1 | i | i | 2.7 | -7.6 | i | i | i | i
Cc1ccc(S(=O)(=O)c2c(CO)c(-c3ccccc3)nn2C)cc1 | i | i | 1.0 | i | i | -2.0 | -13.0 | i | i | i | i
O=C(c1ccc(S(=O)(=O)c2ccc(Cl)cc2)cc1)N1CCOCC1 | i | i | 1.0 | i | i | -2.5 | -9.2 | i | i | i | i
COc1ccc(CN2C3CCCC2CC(NC(=O)Nc2cccc(C)c2)C3)cc1 (stereo not given) | i | i | 0.2 | i | i | -0.3 | -17.2 | i | i | i | i
CCOc1ccc(CC(=O)NNC(=S)Nc2ccccc2)cc1Br | i | i | -7.6 | i | i | 0.9 | -4.9 | i | i | i | i
CC(C)CNC(=O)CN1C(=O)NC2(CCc3ccccc32)C1=O (stereo not given) | i | i | -8.3 | i | i | -1.6 | -3.8 | i | i | i | i
O=C(CN1C(=O)NC2(CCCCCC2)C1=O)c1ccc(F)cc1 | i | i | 2.9 | i | i | -5.3 | -14.6 | i | i | i | i
O=C(O)c1cccc(NS(=O)(=O)c2ccc(C3CCCCC3)cc2)c1 | i | i | 7.0 | i | i | -15.5 | -9.9 | i | i | i | i
O=C(N/N=C/c1c[nH]c2ccccc12)c1cccc(O)c1 | i | i | 0.6 | i | i | 7.1 | -4.4 | i | i | i | i
Cc1cccc(N(C(=O)C(F)(F)F)C(C(=O)NC2CCCCC2)c2cccs2)c1 (stereo not given) | i | i | 15.0 | i | i | nt | -12.6 | i | i | i | i
CCc1ccccc1N(CC(=O)NCC1CCCO1)C(=O)CCC(=O)Nc1cc(C)on1 (stereo not given) | i | i | -6.6 | i | i | -2.9 | -1.8 | i | i | i | i
CC(C)n1c(NCc2ccccc2O)nc2ccccc21 | i | i | -0.8 | i | i | 8.5 | -7.4 | i | -6* | i | i
O=C1/C(=C/c2c[nH]c3ccccc23)CCC/C1=C\c1c[nH]c2ccccc12 | i | i | -1.4 | i | i | -7.0 | -8.4 | i | i | i | i
CCOC(=O)/C(=C\c1cccnc1)C(=O)c1cc(C(C)=O)c(Nc2ccccc2)s1 | i | i | -7.7 | i | i | -11.9 | -8.6 | i | i | i | 36*
Cc1c(NC(=O)COC(=O)C2CC3C=CC2C3)c(=O)n(-c2ccccc2)n1C (stereo not given) | i | i | 0.8 | i | i | 12.5 | -7.5 | i | i | i | i
CCSc1nnc(NC(=O)c2cccc3ccccc23)s1 | i | i | -31.8 | i | i | 3.4 | -4.2 | i | i | i | i
COc1cccc(Oc2nc(-c3ccncc3)nc3ccccc23)c1 | i | i | 0.9 | i | i | nt | -6.3 | i | i | i | i
CNC(=O)c1nc(C)n(-c2ccc([N+](=O)[O-])cc2)n1 | i | i | -1.7 | i | i | -1.6 | -2.2 | i | i | i | i
CCOC(=O)C1CCN(C(=O)c2cc3c(OC)c(OC)c(OC)cc3[nH]2)CC1 | i | i | 0.3 | i | i | -0.7 | -1.2 | i | i | i | i
O=C(CSc1ccccn1)Nc1ccccc1F | i | i | 2.5 | i | i | -3.6 | -5.8 | i | i | i | i
CCO[C@@H]1OC(C(=O)NCc2ccccc2)=C[C@H](c2ccc(C(F)(F)F)cc2)[C@H]1CCCO | i | i | -2.2 | i | i | -6.4 | -2.1 | i | i | i | i
CCOC(=O)c1c(NC(=O)Cc2cccs2)sc(C(=O)NC2CCCCC2)c1C | i | i | 0.2 | i | i | -3.7 | -2.9 | i | i | i | i
CC(=O)Nc1ccc(NC(=S)NC(=O)/C=C/c2ccco2)cc1 | i | i | 0.9 | i | i | 1.8 | -8.9 | i | i | i | i
O=C(N/N=C/c1ccccc1[N+](=O)[O-])c1ccc(COc2ccccc2-c2ccccc2)cc1 | i | i | -9.4 | i | i | -3.6 | -10.7 | i | i | i | i
O=C(NCCCN1CCCC1=O)c1ccc2c(c1)OCO2 | i | nt | 20.0 | i | i | -13.8 | -5.0 | i | i | i | i

Taken from above:
In Dyrk1A ADPGlo, O=C(NCCCN1CCCC1=O)c1ccc2c(c1)OCO2 is entered as -13.8
In hERG protect, CCSc1nnc(NC(=O)c2cccc3ccccc23)s1 is entered as -4.2
In Dyrk1A ADPGlo, CCO[C@@H]1OC(C(=O)NCc2ccccc2)=C[C@H](c2ccc(C(F)(F)F)cc2)[C@H]1CCCO is entered as -6.4
In TRPC4 block, CC(C)n1c(NCc2ccccc2O)nc2ccccc21 is entered as -6*
In Platelet DG rel, Cc1c(NC(=O)COC(=O)C2CC3C=CC2C3)c(=O)n(-c2ccccc2)n1C (stereo not given) is entered as 0.8

High-throughput results: PubChem BioAssay, several laboratories
